# Screening data (PubChem)
# L3MBTL1 block: qHTS Assay for the Inhibitors of L3MBTL1; AID 485360, 2010; 230,000 compounds, 0.66% hits; Lethal(3)malignant brain tumor-like protein 1 (Homo sapiens), Q9Y468; Potency, µM (titrated, usually from 57.1 µM), for inactives: at the highest dose activity, negative = inhibition, actives largely listed as inhibitors; AlphaScreen L3MBTL1–H3K9me1 peptide binding; also: % is scaled to controls: 0 for no effect and ±100 for the full control effect; nearly all actives have a fitted effect of over 60% in size
# Target sequence (Q9Y468 whole entry, looked up): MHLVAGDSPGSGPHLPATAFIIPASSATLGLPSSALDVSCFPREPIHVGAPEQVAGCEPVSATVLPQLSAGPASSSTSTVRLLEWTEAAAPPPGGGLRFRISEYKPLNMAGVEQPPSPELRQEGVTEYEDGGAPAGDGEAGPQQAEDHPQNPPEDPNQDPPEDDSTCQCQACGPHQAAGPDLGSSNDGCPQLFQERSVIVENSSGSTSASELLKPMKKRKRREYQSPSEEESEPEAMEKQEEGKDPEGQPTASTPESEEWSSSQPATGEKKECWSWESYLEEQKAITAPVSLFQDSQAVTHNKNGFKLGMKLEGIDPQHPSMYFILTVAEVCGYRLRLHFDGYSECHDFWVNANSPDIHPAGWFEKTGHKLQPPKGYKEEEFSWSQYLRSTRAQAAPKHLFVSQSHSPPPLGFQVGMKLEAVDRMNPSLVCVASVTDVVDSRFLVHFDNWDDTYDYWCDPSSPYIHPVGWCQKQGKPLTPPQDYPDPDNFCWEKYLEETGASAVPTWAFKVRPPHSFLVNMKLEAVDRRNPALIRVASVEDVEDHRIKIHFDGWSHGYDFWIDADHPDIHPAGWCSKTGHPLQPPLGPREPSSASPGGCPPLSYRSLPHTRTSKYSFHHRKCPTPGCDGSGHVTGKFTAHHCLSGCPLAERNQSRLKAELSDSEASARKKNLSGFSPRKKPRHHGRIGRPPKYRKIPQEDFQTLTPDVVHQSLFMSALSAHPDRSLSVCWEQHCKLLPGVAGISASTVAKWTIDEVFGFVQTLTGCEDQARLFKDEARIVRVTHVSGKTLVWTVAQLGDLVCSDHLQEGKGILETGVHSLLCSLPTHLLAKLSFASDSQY
#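 First, the protein-peptide complex forms for 30 min at room temperature (L3MBTL1 50 nM, biotinylated H3K9me1 peptide 75 nM). Next, compounds are pin-transferred and incubated 30 min. Finally, AlphaScreen beads are added and read after 30 min.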
# TexasRed fluor: Total Fluorescence Counterscreen for Inhibitors of the Interaction of Thyroid Hormone Receptor and Steroid Receptor Coregulator 2; 280,000 compounds, 0.29% hits; AID 1479, 2009; Potency, µM (doses to about 106 µM), for inactives: at the top dose fluorescence change, negative = quenching; TRb/SRC2 Texas Red total fluorescence interference; active = well fitted curve in either direction with a large enough effect; inconclusive = small, poorly fitted or top-dose-only effect; also: % is scaled to controls: 0 for no effect and ±100 for the full control effect
#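 Human TRβ ligand-binding domain (0.6 uM) and Texas Red SRC2 peptide (20 nM) in Tris buffer with 1 uM T3 and 5% DMSO were incubated with pinned compound for 5 hr at ambient temperature. Total fluorescence was computed as S + 2P (555/632 nm).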
# Tau fluor cs: Counterscreen qHTS for Inhibitors of Tau Fibril Formation, Fluorescence Polarization | tau K18 P301L Alexa594 fluorescence, heparin fibrillization | Potency, µM (highest dose often 57.7 µM), without a hit: top-dose activity change, negative = decrease | 280,000 compounds, 0.93% hits; also: % is scaled to controls: 0 for no effect and ±100 for the full control effect; nearly all actives have a fitted effect of over 55% in size
#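 Human tau K18 P301L (15 uM unlabeled, 0.24 uM Alexa 594-labeled) in 100 mM sodium acetate pH 7 with 20 uM heparin, 6 hr at 37 C. ThT 30 uM added, 1 hr ambient; Alexa 594 FP and total fluorescence read at 555/632 nm.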
# RECQ1 helicase: qHTS Assay for Inhibitors of RecQ-Like Dna Helicase 1 (RECQ1); 240,000 compounds, 0.54% hits; Potency, µM (highest dose often 57.3 µM), for inactives: top-dose activity, negative = inhibition, actives largely listed as inhibitors; ATP-dependent DNA helicase Q1 (Homo sapiens), P46063; RECQ1 DNA unwinding, red fluorescence kinetic read;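 also: plate controls were vehicle for no effect and no enzyme for full effect; nearly all actives have a fitted effect of over 30% in size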
#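 RECQ1T1 50 nM; forked duplex (20 bp + 30-nt ss tails) 200 nM, ATP 2 mM final; pH 8.0, 2 mM MgCl2, 2.5 ug/ml poly(dI-dC); 15 min compound preincubation; discontinuous kinetic read over 2 h at RT.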
# Tau fibril FP: qHTS for Inhibitors of Tau Fibril Formation, Fluorescence Polarization; AID 1468, 2008; K18 P301L tau heparin fibrillization, Alexa594 FP, 6 h; Potency, µM (titrated, usually from 57.7 µM), inactives show at the top dose activity, negative = inhibition, actives largely listed as inhibitors; 280,000 compounds, 0.39% hits; also: % is scaled to controls: 0 for no effect and ±100 for the full control effect; nearly all actives have a fitted effect of over 55% in size
# Target sequence (P10636 561-689 P618L limits assumed): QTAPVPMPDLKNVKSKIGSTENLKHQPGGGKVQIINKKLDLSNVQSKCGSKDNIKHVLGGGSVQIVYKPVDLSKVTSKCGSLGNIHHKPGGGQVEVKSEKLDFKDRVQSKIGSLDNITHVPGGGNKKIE
#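 Recombinant K18 P301L […], labeled with Alexa 594 at 0.24 uM over 15 uM unlabeled; heparin inducer 20 uM final; 37 C, 6 hr; FP endpoint.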
# Tau fibril ThT: qHTS for Inhibitors of Tau Fibril Formation, Thioflavin T Binding; recombinant tau K18 P301L (four-repeat tau fragment), heparin-induced fibrillization, ThT fluorescence; Potency, µM (doses to about 57.4 µM), for inactives: at the highest dose activity, negative = inhibition, usual class: inhibitors; 270,000 compounds, 2.1% hits; also: % is scaled to controls: 0 for no effect and ±100 for the full control effect; nearly all actives have a fitted effect of over 55% in size
#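 In this qHTS, human K18 P301L tau is incubated with compound and heparin for 6 hr at 37 C, and Thioflavin T fluorescence then reports fibril load.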
# HTT ATP protect: qHTS Multiplex Assay to Identify Dual Action Probes in a Cell Model of Huntington: Cytoprotection (ATP); AID 1471, 2008; 230,000 compounds, 0.14% hits; Potency, µM (highest dose often 56.4 µM), inactives show cytoprotection (ATP increase), hits mostly activators; PC12 HTT-Q103 induced, cytoprotection, ATP luminescence, 40 h;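 also: % of control where 0% means no effect; nearly all actives have a fitted effect of over 45% in size; toxic huntingtin expression switched on by the ecdysone agonist tebufenozide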
#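 PC12 cells with ecdysone-inducible HTT exon 1 Q103-GFP, induced with 100 nM tebufenozide and co-treated with library compounds in a dose series (1536-well, 1500 cells/well). Cytoprotection read as ATP content by ATPlite luminescence.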
# TRb-SRC2 inh: qHTS for Inhibitors of the Interaction of Thyroid Hormone Receptor and Steroid Receptor Coregulator 2 | Potency, µM (highest dose often 106 µM), without a hit: at the top dose activity change, negative = inhibition, usual class: inhibitors | 280,000 compounds, 0.065% hits | TRbeta-SRC2 peptide binding, fluorescence polarization; receptor liganded with 1 µM T3 | Thyroid hormone receptor beta (Homo sapiens), P10828 | AID 1469, 2008;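 also: plate controls were bound peptide for no effect and peptide without receptor for full effect; nearly all actives have a fitted effect of over 50% in size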
#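 TRb LBD 0.6 uM + Texas Red SRC2 peptide 20 nM, 1 uM T3, Tris buffer w/ 5% DMSO; compound pinned, 5 h RT; FP read ex 555/em 632; normalized to unbound and bound controls.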
# Numbers without * were called inactive; i = inactive; ? = inconclusive; . = no result given; & = joins results of further samples; [ ] = another dose, or the depositor's remark. Unless noted, calls follow the shape of the dose curve; as a rule, active = well fitted curve in the direction sought with a large enough effect; inconclusive = small, poorly fitted or top-dose-only effect, or another doubt; inactive = no such curve, though single readings can be large; an effect the other way counts as inactive or inconclusive. Potency is read from the fitted curve at half-maximal effect. The list is partial. The share of hits here may be higher or lower than overall.
Structure	L3MBTL1 block	TexasRed fluor	Tau fluor cs	RECQ1 helicase	Tau fibril FP	Tau fibril ThT	HTT ATP protect	TRb-SRC2 inh
CCSc1nnc(NC(=O)NC2CCCCC2)s1	.	-2.5%	-21.1%	-0.9%	5.6%	-8.5%	-51.4%	5.1%
O=C(CNC(=O)C(c1ccccc1)c1ccccc1)OCc1ccccc1	6.9%	-0.8%	-24.2%	i	1.8%	-10.9%	13.9%[10 µM]	-11.6%
COC(=O)[C@@H](NC(=O)Nc1ccc(C(C)=O)cc1)C(C)C	6.5%	-2.4%	-1.4%	-0.2%	-2.2%	-9.0%	9.9%[0.074 µM]	-2.3%
COc1ccc(-c2nc3c4ccccc4ccn3c2CN2CCOCC2)cc1OC	-23.2%	-2.9%	-21.2%	6.7%	6.5%	?	-10.3%[10 µM]	1.6%
COc1cc(/C=N/NC2=NCCCCC2)ccc1O	-1.0%	-0.1%	-5.5%	-1.2%	?	-15.8%	30.7%[10 µM]	-1.4%
CCOC(=O)N1CCN(C(=O)C2CC(c3ccccc3OC)=NO2)CC1 (stereo unspecified)	.	-1.1%	-7.9%	-7.3%	7.2%	-8.9%	1.9%[10 µM]	0.9%
CC(=O)c1cc(-c2ccc(F)cc2)n(CC(=O)NC(C)c2ccccc2)c1C (stereo unspecified)	.	-0.3%	-8.3%	.	7.8%	-11.0%	.	-5.3%
COc1ccc2[nH]c3c4c(ccc3c2c1)C(=O)C=CC4=O	0.8%	-13.5%	2µM*[quencher]	-1.3%	11.2µM*	3.55µM*	-29.0%[10 µM]	-6.7%
CC(C)COc1ccc(C(=O)Nc2cccc(-c3nc4ccccc4[nH]3)c2)cc1	.	-10.5%	7.94µM*[quencher]	.	20µM*	?	.	-4.0%
CSc1nnc(C)c(=O)n1COC(=O)/C=C/c1ccc2c(c1)OCO2	.	-2.4%	-6.4%	-14.1%	-6.7%	-12.1%	15.4%	1.6%
Cc1cc(S(=O)(=O)C(CNC(=O)COc2ccc(Cl)cc2)c2cccs2)ccc1F (stereo unspecified)	.	-3.9%	-25.8%	.	13.4%	?	.	-7.0%
COc1ccccc1CNC(=O)c1c(-c2ccccc2)nn(-c2ccccc2)c1C	.	1.6%	-6.8%	-13.4%	0.9%	-11.6%	-0.5%	7.8%
Cc1cc(C)c(S(=O)(=O)c2ccccc2C)c(Oc2ccccc2)n1	1.2%	-0.2%	-9.7%	-14.1%	-4.2%	-5.6%	18.3%[10 µM]	3.3%
CCc1cccc(C)c1NC(=O)C1CN(S(=O)(=O)c2ccccc2)CCN1S(=O)(=O)c1ccccc1 (stereo unspecified)	10.9%	0.2%	-13.5%	-6.8%	4.4%	-8.0%	10.1%[10 µM]	-1.3%
C[C@H]1NC(=O)NC1=O	.	0.1%&-6.0%[53 µM]	.	-1.7%&-7.7%[25.9 µM]	.	.	-9.8%&7.4%[40.3 µM]	7.6%&1.2%[53 µM]
CN1CCN(CCCNC(=O)c2ccc(/C=C3\Sc4ccccc4N(Cc4ccccc4F)C3=O)cc2)CC1	.	-8.0%	-15.7%	i	?	?	-216.4%[inhibitor]	-1.3%
Cc1cccc(CN2C(=O)c3ccccc3S(=O)(=O)c3ccc(C(=O)NC4CCCCC4)cc32)c1	.	-1.4%	-21.5%	.	?	-5.2%	.	-1.1%
CN1c2cc3c(cc2N=C(c2ccc(C(=O)O)cc2)c2ccccc21)C(C)(C)CCC3(C)C	.	-2.1%	-25.6%	?	-15.5%	?	-35.0%[inhibitor]	6.6%
CC(C)(O)C#Cc1ccc(CN2CCN(C3CCCCC3)C(CCO)C2)cc1 (stereo unspecified)	2.8%	-0.6%	-5.6%	-2.7%	-8.4%	-4.1%	9.3%[10 µM]	-4.5%
CCC(C(=O)O)N1C(=O)C2CCCCC2C1=O (stereo unspecified)	.	-1.5%	-6.7%	i	-5.3%	.	4.7%[10 µM]	-3.3%

# Some of the entries so far, as labelled records.
CCC(C(=O)O)N1C(=O)C2CCCCC2C1=O (stereo unspecified)
  L3MBTL1 block = .
  TexasRed fluor = -1.5%
  Tau fluor cs = -6.7%
  RECQ1 helicase = i
  Tau fibril FP = -5.3%
  Tau fibril ThT = .
  HTT ATP protect = 4.7%[10 µM]
  TRb-SRC2 inh = -3.3%

CN1c2cc3c(cc2N=C(c2ccc(C(=O)O)cc2)c2ccccc21)C(C)(C)CCC3(C)C
  L3MBTL1 block = .
  TexasRed fluor = -2.1%
  Tau fluor cs = -25.6%
  RECQ1 helicase = ?
  Tau fibril FP = -15.5%
  Tau fibril ThT = ?
  HTT ATP protect = -35.0%[inhibitor]
  TRb-SRC2 inh = 6.6%

# More records:
Structure	L3MBTL1 block	TexasRed fluor	Tau fluor cs	RECQ1 helicase	Tau fibril FP	Tau fibril ThT	HTT ATP protect	TRb-SRC2 inh
O=C(CCSc1ccccn1)Nc1ccc(Br)cc1	7.8%	-2.1%	-6.8%	-0.8%	-6.6%	-6.9%	?	-2.1%
CN1C(=O)c2ccc(NC(=O)c3ccc(N4CCCCC4)c([N+](=O)[O-])c3)cc2C1=O	5.9%	1.2%	?	-9.2%	?	?	12.4%[10 µM]	3.1%
CCOc1ccc(CCNC(=O)Cn2nnc(-c3ccccc3)n2)cc1OCC	.	5.0%	-27.5%	.	1.8%	-6.3%	.	1.4%
Cn1c2ccccc2c2c(C(=O)N3CCN(c4ccccn4)CC3)cn(C3CCCC3)c(=O)c21	.	-0.6%	-6.0%	-5.9%	8.7%	-24.0%	-11.3%[10 µM]	7.4%
O=C(C/C=N/OCc1c(Cl)cccc1Cl)c1ccccc1	36.2%[activator]	4.6%	-9.0%	-6.2%	0.6%	-9.3%	-3.4%	-15.7%
Cc1c(Cl)cnc(NC(=O)COC(=O)c2ccc3ncsc3c2)c1Cl	?	0.2%	-23.3%	?	3.9%	?	7.7%[10 µM]	10.3%
COCCCNC(=O)c1c[nH]c2ccc(S(=O)(=O)N3CCc4ccccc43)cc2c1=O	.	-1.3%	?	-11.8%	28.2µM*	9.8%	-56.2%[inhibitor]	3.3%
Clc1ccc2c(N/N=C/c3ccccc3Br)ccnc2c1	2.2%	-0.9%	-27.2%	i	?	?	.	-6.3%
O=C(Nc1ccc(F)cc1)NC1(C(=O)NCc2cccs2)CCCCC1	-4.9%	-6.4%	-0.6%	-0.5%	-4.2%	-1.2%	-1.7%	-2.9%
CC(=O)Nc1ccc(C(=O)OCC(=O)Nc2ccc([N+](=O)[O-])cc2C(F)(F)F)cc1	2.9%	2.4%	-1.3%	i	2.7%	-4.3%	17.2%[10 µM]	2.3%
COc1ccc(C(=O)Nc2ccc(S(=O)(=O)Nc3nccc(C)n3)cc2)cc1OC	.	-10.6%	-4.1%	i	-6.1%	8.2%	4.5%	-4.9%
CC(=O)c1nn(-c2cccc(Br)c2)cc1C(=O)c1ccc(Br)cc1	.	-1.5%	-0.3%	-8.2%	2.1%	5.6%	-18.7%	-10.1%
Cc1ccc(Cl)cc1N1CCN(C(=O)C2CCN(S(=O)(=O)c3cnc[nH]3)CC2)CC1	.	1.6%	-12.8%	3.1%	-1.0%	5.6%	6.6%	16.0%
COc1ccc(C(=O)C2CCCN(Cc3ccc4nonc4c3)C2)cc1OC (stereo unspecified)	-10.3%	-1.4%	-26.3%	i	3.7%	-18.4%	-3.4%[10 µM]	0.6%
CS(=O)(=O)N(CC(=O)NCCSC1CCCCC1)c1cccc(F)c1	-0.4%	-0.6%	0.2%	0.9%	3.3%	9.5%	-9.5%[10 µM]	-2.1%
O=C(CN1C(=O)NC2(CCCC2)C1=O)Nc1cccc(-c2nnc3n2CCCCC3)c1	5.4%	-3.0%	-5.4%	6.2%	-3.5%	2.3%	-8.5%	-1.1%
Cc1ccc(Cn2ccc(NC(=O)c3cc(-c4ccc5c(c4)OCO5)on3)n2)cc1	-6.3%	0.7%	-0.8%	-3.8%	-4.8%	-7.9%	-6.6%	5.9%
OCCC1CN(Cc2cnc(-c3cccc4ccccc34)nc2)CCN1C1CCCCC1 (stereo unspecified)	-4.0%	-5.8%	-5.2%	-6.3%	-0.8%	-9.0%	-0.6%[10 µM]	5.8%
Cc1c(NC(=O)CN2CCN(c3ccccc3)CC2)c(=O)n(-c2ccccc2)n1C	-7.3%	-3.4%	-4.7%	i	-5.0%	-1.6%	2.7%	0.0%
CC1=NN(c2ccccc2)C(=O)/C1=C/c1cn(C)c2ccccc12	?	-0.7%	?	-3.4%	7.9%	2.82µM*	-25.8%[10 µM]	3.5%

# (next part)
Structure	L3MBTL1 block	TexasRed fluor	Tau fluor cs	RECQ1 helicase	Tau fibril FP	Tau fibril ThT	HTT ATP protect	TRb-SRC2 inh
Cc1ccccc1NS(=O)(=O)c1ccc2[nH]cc(C(=O)NCCCN3CCOCC3)c(=O)c2c1	-3.6%	-0.3%	-5.8%	-12.1%	-4.6%	0.6%	7.2%	-8.1%
COc1ccc(-c2csc(=Nc3ccccc3)n2CCO)cc1F	.	1.4%	?	.	6.0%	?	.	-5.0%
COc1ccc2c(C)c(CCC(=O)NCc3ccc(OC)c(OC)c3)c(=O)oc2c1	.	4.4%	-23.7%	.	0.7%	?	.	2.1%
Cc1cccc(-c2nnc(SCc3cc(=O)[nH]c4ccccc34)n2C)c1	1.1%	-1.2%	-7.7%	-5.6%	1.7%	-13.0%	-0.7%	-3.2%
Cc1c(C(C)C)c(=O)n(-c2ccc(S(=O)(=O)N3CCOCC3)cc2)n1C	-12.2%	-6.4%	-0.4%	i	-10.6%	2.7%	8.6%[10 µM]	-1.4%
